# Assay outcomes deposited in PubChem by The Scripps Research Institute Molecular Screening Center.
# OX1R antag-1 = antagonists of human orexin 1 receptor | O43613 | CHO/OX1R cells, Fluo-8 calcium fluorescence, orexin A | inhibition, % at 5 µM | actives 0.43% (n = 330,000) | AID 434989;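 active means inhibition above its plate's threshold, mean inhibition of all tested compounds on the plate plus 3 SD, cut at about 37% in these data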;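 further: 0% = orexin A challenge wells and 100% = SB-334867-A antagonist wells; not every result past the cut was called active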
# Target sequence (O43613 whole entry, looked up): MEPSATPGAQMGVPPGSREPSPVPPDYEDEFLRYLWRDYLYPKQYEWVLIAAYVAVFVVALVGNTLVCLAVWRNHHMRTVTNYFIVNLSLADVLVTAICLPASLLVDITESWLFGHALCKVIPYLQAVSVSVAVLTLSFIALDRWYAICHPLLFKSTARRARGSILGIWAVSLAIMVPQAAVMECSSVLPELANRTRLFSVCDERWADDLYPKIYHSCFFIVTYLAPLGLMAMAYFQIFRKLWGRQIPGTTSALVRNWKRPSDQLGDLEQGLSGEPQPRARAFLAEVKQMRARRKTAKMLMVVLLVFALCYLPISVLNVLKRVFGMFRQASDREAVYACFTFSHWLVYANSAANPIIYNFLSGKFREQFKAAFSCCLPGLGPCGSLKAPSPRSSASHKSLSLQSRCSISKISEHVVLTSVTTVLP
# OX1R antag-2 = antagonists of human orexin 1 receptor (OX1R); OX1R-expressing cells, FRET antagonist read-out; inhibition, % at 6.6 µM; actives 1.8% (n = 330,000); AID 485270; in the data active means inhibition mostly above about 38%, no sharp cut-off; inactive means mostly below about 40%;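 further: 0% = agonist challenge alone and 100% = reference antagonist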
# * = called active by the depositor.
OX1R antag-2,OX1R antag-1,Structure
9.1,-15.9,CC(C)Cn1nc(C(=O)Nc2cccc(C(=O)NC3CC3)c2)c2ccccc2c1=O
6.4,4.1,COc1cccc(CN2CCN(C3CCOCC3)CC2CCO)c1 (centres undefined)
11.9,-24.6,CCN(CC(=O)NCc1ccc(Cl)cc1)C(=O)CSc1ccccc1
26.5,-14.3,Cc1nn2cc(-c3cccc(Cl)c3)cnc2c1Cl
14.8,-6.8,Cc1cc(C)cc(NC(=O)Cn2cc3c(n2)CCCCC3)c1
11.0,-9.4,CN(C)c1ccc(/C=N/NC(=O)C[n+]2ccccc2)cc1
23.9,-19.9,O=C(N/N=C/c1ccccn1)c1cc(-c2ccncc2)nc2ccccc12
10.6,1.9,O=C(CSC(=S)N1CCCC1)NCCc1ccccc1
7.2,0.8,O=C(/C=C/c1ccc(Cl)c(Cl)c1)N1CCc2ccccc21
6.8,-2.9,Cc1cc(Br)ccc1SCC(=O)OCC(=O)NC1CC1
11.3,-5.5,CCOC(=O)c1cc(NC(=O)c2cccs2)ccc1N1CCOCC1
19.2,-10.5,CCOc1cc(-c2nc3n(c(=O)c2C#N)CCS3)ccc1O
4.9,-16.0,Cc1ccc(-n2c(SCC(=O)Nc3ccc4c5c(cccc35)CC4)nc(O)cc2=O)cc1
53.4,-23.1,CCN(c1cc(C)cc(C)c1)S(=O)(=O)c1nnc(NC(=O)c2ccco2)s1
14.3,-26.6,CC(Oc1cc2oc(=O)c3c(c2cc1Cl)CCCC3)C(=O)NCCN1CCOCC1 (centres undefined)
7.6,-10.7,CCOC(=O)c1c(NC(=O)CSc2ccccc2C(=O)O)sc(C)c1C
13.1,-33.9,O=C(CCCN1C(=O)/C(=C/c2ccccc2Cl)SC1=S)N1CCCC1
13.5,-14.9,Cc1ccc(S(=O)(=O)N(C)CC(=O)Nc2ccccc2)cc1
35.4,-3.2,Cc1c(OC(=O)c2ccc([N+](=O)[O-])cc2)c2c(c[n+]1C)COC(C)(C)OC2
9.6,-20.4,CCOC(=O)N1CCN(C(=O)c2cn(CCOC)c(=O)c3c2c2ccccc2n3C)CC1
38.9,-7.4,C/C(CC(=O)Nc1ccc2c(c1)OCCO2)=N\NC(=O)Cc1ccc(Cl)cc1
26.4,-34.5,O=C(CSc1nnc(-c2ccncc2)n1Cc1ccccc1)NC1CCCc2ccccc21 (centres undefined)
43.7,-8.1,CCOC(=O)CNC(=O)CSc1nc2nc(C)c(Br)cc2[nH]1
3.1,-12.3,O=C(NCc1cccc(Cl)c1)c1ccc(-c2csnn2)cc1
9.3,-20.2,Cc1ccc(CNC(=O)CCCn2c(=O)[nH]c3ccccc3c2=O)cc1

# Arranged by count of non-hydrogen atoms (smallest number first): part of the list above.
OX1R antag-2,OX1R antag-1,Structure
14.8,-6.8,Cc1cc(C)cc(NC(=O)Cn2cc3c(n2)CCCCC3)c1
6.4,4.1,COc1cccc(CN2CCN(C3CCOCC3)CC2CCO)c1 (centres undefined)
38.9,-7.4,C/C(CC(=O)Nc1ccc2c(c1)OCCO2)=N\NC(=O)Cc1ccc(Cl)cc1

# The list goes on:
OX1R antag-2,OX1R antag-1,Structure
25.4,-17.2,CCCCNC(=O)CCn1c(=O)c2ccccc2n(Cc2ccc(F)cc2)c1=O
15.6,6.9,NC(=O)c1cc[n+](CC2=C(C(=O)O)N3C(=O)[C@@H](NC(=O)C(c4ccccc4)S(=O)(=O)[O-])[C@H]3SC2)cc1 (some centres undefined)
4.6,-18.7,CCN1CCN(C(=O)c2ccc(CS(=O)Cc3ccc(C)cc3)o2)CC1 (centres undefined)
1.8,-8.4,Cc1nonc1NC(=O)CSc1cn[nH]n1
14.8,-4.5,CCOC(=O)CN1C(=O)N[C@@H](c2ccccc2)[C@H](C(C)=O)[C@H]1C
8.5,-18.5,CC(=O)NCCOC(=O)c1nn(Cc2ccccc2)c(=O)c2ccccc12
12.5,-22.0,CC(=O)N1CCCc2cc(S(=O)(=O)N3CCN(c4ccccn4)CC3)ccc21
54.3,5.5,O=c1cc(CSc2nnc(-c3cccs3)n2Cc2ccccc2)nc2sc3ccccc3n12
17.2,-28.5,O=C1OCC2=C1C(c1ccc(Cl)cc1)CC(=O)N2c1ccc(F)cc1 (centres undefined)
8.3,-1.4,O=C(O)/C=C/C(=O)Nc1ccc(OC(F)(F)F)cc1
8.6,-11.8,CC1CCc2nn(CC(=O)NCCCN3CCCCC3)cc2C1 (centres undefined)
9.1,-21.7,O=C(CSc1ncccn1)NCCC1=CCCCC1
-3.7,2.4,CN(C)S(=O)(=O)c1cc(NC(=O)CN2C(=O)NC3(CCCc4ccccc43)C2=O)ccc1Cl (centres undefined)
0.2,-27.0,Cc1nc(Sc2ccccc2)c(C#N)c(C)c1[N+](=O)[O-]
0.9,-9.6,COc1cc(C2c3c(oc4ccccc4c3=O)C(=O)N2Cc2ccco2)ccc1O (centres undefined)
3.8,11.5,Cc1noc(C)c1S(=O)(=O)N1CCC(C(=O)N2CCC(N3CCCCC3)CC2)CC1
26.2,-4.8,CCOCc1cnc(C)nc1NCC(=O)c1c(C)[nH]c2ccccc12
14.8,-10.3,Cc1ccc(-c2nc(CSc3nc4ccccc4c(=O)n3C)cs2)cc1
15.3,-15.0,O=C(CSc1nc2ccccc2c(=O)n1-c1ccccc1F)Nc1ccc2c(c1)CCC2
20.2,-21.8,Cc1ccccc1NS(=O)(=O)c1ccc(C(=O)N2CCCCCC2)cc1
7.0,-12.5,CC1(C(=O)N2CCN(C(=O)c3ccco3)CC2)CC1(Br)Br (centres undefined)
39.1,-13.0,O=C(c1ccc2nsnc2c1)N1CCN(c2ccc([N+](=O)[O-])cc2)CC1
20.2,-4.2,COC(C(=O)N1CCC(n2nccc2NC(=O)C2CC2)CC1)c1ccccc1 (centres undefined)
13.8,-9.2,CCn1nc(C(=O)Nc2ccc(C)c(C)c2)c(Cl)c1Cl
25.2,-1.3,O=C(N=Nc1c(O)[nH]c2ccccc12)c1cc(-c2ccc(F)cc2)n[nH]1

# Of the compounds above, these contain an aryl methoxy group.
OX1R antag-2,OX1R antag-1,Structure
6.4,4.1,COc1cccc(CN2CCN(C3CCOCC3)CC2CCO)c1 (centres undefined)
0.9,-9.6,COc1cc(C2c3c(oc4ccccc4c3=O)C(=O)N2Cc2ccco2)ccc1O (centres undefined)

# The list goes on:
OX1R antag-2,OX1R antag-1,Structure
27.9,-11.4,COc1cc2ccccc2c2c1CCCC2=O
17.9,-2.2,O=C(CSc1nnc(NC(=O)c2ccccc2)s1)NCc1ccco1
64.2*,31.4,COc1ccc(-c2csc(NC(=O)c3cc(C)oc3C)n2)cc1OC
23.9,-4.2,COc1cc(OC)c(C(=O)NC2CCCCCC2)cc1OC
6.0,-17.5,CCC(=O)Nc1ccc(Cl)c(NC(=O)c2cccc(OC)c2)c1
25.6,7.1,CSCCC(NC(=O)c1cc(C(C)(C)C)oc1C)C(=O)O (centres undefined)
11.8,-17.5,N#C/C(=C\c1ccncc1)c1nc2ccccc2o1
1.0,-1.5,CC(C)c1nnc(NC(=O)c2nc(S(=O)(=O)Cc3ccccc3F)ncc2Cl)s1
6.5,-4.6,COc1ccc2[nH]c3c(=O)n(CCCCCC(=O)NCCC(C)C)c(=S)[nH]c3c2c1
1.7,-11.9,CC(NC(=O)COC(=O)/C=C/c1cccc(F)c1)c1ccccc1 (centres undefined)
8.1,-14.4,COc1ccc(Cl)cc1C(=O)NCCN(C)C
-0.7,-15.7,C/C(Cn1ncc(N2CCOCC2)c(Cl)c1=O)=N\O
12.8,-10.5,CCc1nc2ccc(C(=O)O)cc2nc1CC
12.5,-19.2,Nc1sc2c(c1C(=O)c1ccccc1)CCCC2
9.6,-17.0,Cc1cccc(C(=O)N[C@@H](C)C(=O)N2CCN(c3ncccn3)CC2)c1
17.7,-22.4,Nc1nc(CN2CCCCCC2)nc(Nc2ccc(F)cc2)n1
-3.0,-18.9,O=c1c2ccccc2[nH]c(=S)n1C1CCCCC1
22.4,-34.5,O=C(NCC(=O)N(c1ccc(F)cc1)C(C(=O)NC1CCCCC1)c1cccnc1)c1ccco1 (centres undefined)
12.5,0.3,O=C(O)c1ccc(Cn2cc(C(F)(F)F)ccc2=O)cc1
6.7,-5.6,Cc1ccc(OCC(=O)N2CCN(c3ccc([N+](=O)[O-])c(N4CCOCC4)c3)CC2)cc1
6.3,-11.1,CC1CCN(S(=O)(=O)c2ccc(NC(=O)CN3CCN(C)CC3)cc2)CC1
12.8,-10.5,Cc1ccc(O)c(NC(=O)/C=C/C(=O)O)c1
12.6,-8.9,O=C(NCCc1ccc(Cl)cc1)c1ccc2c(c1)OCCO2
14.3,6.4,COCCn1c(=NC(=O)c2cc3ccccc3oc2=O)sc2cc(S(N)(=O)=O)ccc21
7.1,0.8,Cc1ccc(S(=O)(=O)N2CCN(S(=O)(=O)c3ccccc3Br)CC2)cc1

# Next section
OX1R antag-2,OX1R antag-1,Structure
7.5,-12.5,CCN(C(=O)CN1C(=O)/C(=C/c2ccc(F)cc2)SC1=S)C1CCS(=O)(=O)C1 (centres undefined)
5.9,-17.4,CC(C)Cc1nnc(NC(=O)CCNC(=O)c2ccco2)s1
0.0,-19.4,COc1ccc(S(=O)(=O)N(C)C[C@H]2Oc3ccc(NS(=O)(=O)c4ccccc4)cc3C(=O)N([C@H](C)CO)C[C@@H]2C)cc1
13.3,-9.7,COc1cc(C2c3c(-c4ccccc4)n[nH]c3C(=O)N2c2ccc(C(=O)O)cc2)ccc1O (centres undefined)
18.7,-32.8,COc1cc(C(C)=O)ccc1COc1ccc(C(=O)OCC(N)=O)cc1OC
-5.1,1.6,CCN1CCN(C(=O)CCN2C(=O)c3ccccc3S2(=O)=O)CC1
8.5,-13.9,CC(=O)c1ccc(NC(=O)CSc2nnc(NC(=O)c3ccco3)s2)cc1
20.4,-5.0,O=C(CNC(=O)c1ccc(-c2ccccc2)cc1)OCc1ccc(Cl)cc1
13.1,-55.9,CCOc1ccc(N(CC(=O)NCc2ccc(OC)cc2)S(=O)(=O)c2c(C)[nH]c(=O)[nH]c2=O)cc1
9.3,-9.8,O=C1COc2ccccc2N1Cc1ccccc1Cl
2.0,-10.1,Cn1cc[n+](C)c1COc1ccc(C=O)cc1
11.7,-27.6,O=C1N(c2ccccc2C(F)(F)F)O[C@]1(c1ccccc1)C1CCCC1
24.9,-12.9,COc1ccc(NC(=O)Cn2c(=O)c(C)nc3ccccc32)cc1Cl
17.6,-14.8,CCc1ccc(S(=O)(=O)/N=C2\C=CC(=O)c3ccccc32)cc1
22.7,-12.6,COc1ccc(-c2nc(C)sc2C)cc1
9.6,-13.4,Cc1ccc(C(=O)CCNc2ccc(Cl)cc2)o1
12.1,-29.6,CCC(C(=O)NCC1CCCO1)N(C(=O)c1snc(C(N)=O)c1N)c1ccc(Cl)cc1 (centres undefined)
-3.8,-7.2,CC1CCCC(C)N1CCCNC(=O)CN1C(=O)COc2ccc(S(=O)(=O)N3CCOCC3)cc21 (centres undefined)
8.1,-15.4,COc1ccc(C(=O)NCCCN2CCOCC2)cc1OC
15.0,-24.2,O=C(NCCCN1CCN(c2cccc(Cl)c2)CC1)c1cccc(N2CCCC2=O)c1
18.5,-19.9,Cc1ccc(NC(=O)c2ccc(C(=O)c3ccccc3)cc2)nc1
16.1,-6.0,O=C(CSc1nnc(-c2ccncc2)n1-c1ccccc1Cl)Nc1ccc(C(=O)O)cc1
17.4,-22.2,O=S(=O)(c1cc(Cl)ccc1Cl)N1CCCCC1
14.0,-6.1,CCOC(=O)Nc1ccc(S(=O)(=O)NCCCN2CCOCC2)cc1
9.9,-25.8,O=C(C(c1ccccc1)c1ccccc1)N1CCN(Cc2ccco2)CC1

# Entries from the list above with a nitro group on carbon, in the order listed:
OX1R antag-2,OX1R antag-1,Structure
35.4,-3.2,Cc1c(OC(=O)c2ccc([N+](=O)[O-])cc2)c2c(c[n+]1C)COC(C)(C)OC2
0.2,-27.0,Cc1nc(Sc2ccccc2)c(C#N)c(C)c1[N+](=O)[O-]
39.1,-13.0,O=C(c1ccc2nsnc2c1)N1CCN(c2ccc([N+](=O)[O-])cc2)CC1
6.7,-5.6,Cc1ccc(OCC(=O)N2CCN(c3ccc([N+](=O)[O-])c(N4CCOCC4)c3)CC2)cc1

# The results go on:
OX1R antag-2,OX1R antag-1,Structure
16.1,-1.7,Cc1ccc2nc(SCC(=O)Nc3cc(C)on3)[nH]c2c1
11.3,-36.1,Cc1cccc2cc(CN(CC(C)C)S(=O)(=O)c3ccccc3)c(=O)[nH]c12
8.4,-17.3,O=C(NCCN1C(=O)CSC1=O)C1CC(=O)N(c2ccccc2)C1 (centres undefined)
-1.5,-6.7,O=C(O)c1cccnc1SCC(=O)N1CCCCCC1
0.0,2.4,CCCn1nnc(NC(=O)COc2ccccc2Cl)n1
16.6,-0.1,COc1ccc(/C(C)=N/Nc2ccc(C(=O)O)cc2)cc1OC
11.4,1.4,CCN1CCN(C(=O)C2CC(c3ccc(F)cc3)=NO2)CC1 (centres undefined)
8.7,-20.1,O=C1/C(=C/c2cccnc2)Sc2ccccc21
-3.8,-40.1,Cc1ccccc1NC(=O)Nc1ccccc1N1CCCCC1
16.2,-29.5,Cc1cc(C(=O)Nc2ccc(Br)cn2)sc1C
24.1,-18.4,O=C(CCn1c(=O)c2ccccc2n(Cc2cccnc2)c1=O)NCc1ccc2c(c1)OCO2
13.0,-34.3,S=c1[nH]c(-c2ccccc2)cn1/N=C/c1cccc2ccccc12
19.4,-17.1,Cc1ccc(C2C(C(=O)c3cc4ccccc4o3)=C(O)C(=O)N2CCN2CCOCC2)o1 (centres undefined)
8.0,6.4,CCC(Br)C(=O)Nc1ccc(OC)cc1 (centres undefined)
14.7,-3.2,NC(=S)Nc1nc2ccccc2[nH]c1=O
4.9,-7.0,Cc1ccc(C(=O)N2CCN(c3ccc(NC(=O)c4cccnc4Cl)cc3)CC2)cc1
20.5,-9.0,O=S1(=O)CCOC[C@H](CC2CCCCC2)N1Cc1ccc(Cl)cc1
15.0,-38.7,O=C1C2ON(c3ccccc3)C(c3ccccn3)C2C(=O)N1c1ccc(Br)cc1 (centres undefined)
3.3,-27.1,COc1ccc(NC(=O)COC(=O)c2ccc(Br)o2)cc1OC
